# D1 agonist: agonists of human D1 dopamine receptor | HEK293 T-REx D1 cells, calcium flux, agonist mode | activation, % at 2 µM | 360,000 tested, 1% active; note: 0% is about no effect
# Target sequence (P21728 whole entry, looked up): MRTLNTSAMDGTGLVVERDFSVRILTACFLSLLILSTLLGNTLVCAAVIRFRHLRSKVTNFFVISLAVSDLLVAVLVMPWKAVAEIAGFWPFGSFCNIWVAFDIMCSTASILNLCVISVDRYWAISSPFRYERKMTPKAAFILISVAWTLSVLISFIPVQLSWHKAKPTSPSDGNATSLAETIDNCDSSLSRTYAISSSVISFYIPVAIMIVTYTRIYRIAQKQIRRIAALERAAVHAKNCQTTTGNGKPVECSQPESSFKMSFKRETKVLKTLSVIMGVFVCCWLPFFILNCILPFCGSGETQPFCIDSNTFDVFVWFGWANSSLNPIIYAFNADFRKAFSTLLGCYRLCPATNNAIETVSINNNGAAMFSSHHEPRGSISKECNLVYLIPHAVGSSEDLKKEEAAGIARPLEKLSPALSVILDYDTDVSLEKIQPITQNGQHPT
#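 Agonism was scored from calcium flux recorded over 180 s (1 read/s) after pintool compound addition, following a 10-cycle baseline. Cells were inducible force-coupled HEK293 TREx D1, plated overnight at 30 C and loaded with no-wash calcium dye.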
# D1 PAM: human D1 dopamine receptor positive modulation; potentiation, % at 10 µM; 360,000 tested, 0.036% active; HEK293 TREx D1 cells, calcium flux, dopamine EC20 potentiation; in the data active = potentiation above about 30%; note: 0% is about no effect
# TRHR agonist: agonists of human TRH receptor. TRHR cells, calcium flux fluo-8, FDSS agonist mode. activation, % at 2 µM. 360,000 tested, 0.18% active. AID 493084; note: 0% is about no effect
#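 Steps: seed TRHR cells overnight; add fluo-8 no-wash Ca dye, RT 30 min–1.5 h; record 10 s baseline; pin-transfer compounds; monitor fluorescence 1 cycle/s for the agonist window. Calcium increases flag candidate agonists.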
# D2 potentiator: positively modulates the human D2 dopamine receptor allosterically | potentiation, % at 10 µM | P14416 | AID 485347 | 340,000 tested, 0.34% active | HEK293 T-REx D2, calcium flux, EC20 dopamine potentiation;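 active = potentiation over 3 SD above the plate norm, cut at about 30% in these data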; note: 0% is about no effect
# Target sequence (P14416 whole entry, looked up): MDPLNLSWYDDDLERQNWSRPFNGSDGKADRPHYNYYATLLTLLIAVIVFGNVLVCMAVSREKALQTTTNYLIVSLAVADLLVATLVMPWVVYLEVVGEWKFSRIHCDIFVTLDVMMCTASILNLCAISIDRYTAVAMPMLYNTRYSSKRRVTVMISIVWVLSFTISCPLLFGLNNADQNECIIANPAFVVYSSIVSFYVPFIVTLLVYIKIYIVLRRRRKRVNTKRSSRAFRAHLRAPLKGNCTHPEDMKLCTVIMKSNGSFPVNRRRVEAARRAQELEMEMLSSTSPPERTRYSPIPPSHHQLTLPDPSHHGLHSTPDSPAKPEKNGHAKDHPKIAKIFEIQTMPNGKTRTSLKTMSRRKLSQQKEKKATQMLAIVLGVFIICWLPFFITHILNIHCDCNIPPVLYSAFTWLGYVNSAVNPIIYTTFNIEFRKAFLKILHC
#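 Tetracycline-induced HEK293 T-REx cells force-coupled to calcium signalling expressed D2; compounds were pin-added after a 10 s baseline, read kinetically 180 s, then an EC20 dopamine challenge followed with a further 180 s calcium read.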
# D2 antag: antagonizes the human D2 dopamine receptor. P14416. HEK293 TREx D2 cells, calcium flux, dopamine EC80. inhibition, % at 10 µM. 340,000 tested, 2% active. AID 485344; in the data active = inhibition above about 30%; note: 0% is about no effect
#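 Read-out: kinetic calcium fluorescence (1 cycle/s) in inducible HEK293 T-REx D2 cells after an EC80 dopamine addition that followed 180 s compound preincubation. Loss of the dopamine response indicates antagonism.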
# D1 antagonist: blocks dopamine activation of the human D1 receptor. P21728. HEK293 TREx D1 cells, calcium flux, dopamine EC80; hits give low values. activity change, negative = inhibition, % at 10 µM. 360,000 tested, 3.2% active; in the data active = activity change below about -30%; note: % is set by controls: 0 for no effect and ±100 for the full control effect
#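 HEK293 T-REx cells expressing inducible, force-coupled D1 receptor; no-wash Ca dye, 30–90 min RT. Cmpd → 180 s read at 1 Hz → EC80 DA → 180 s read.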
# RXFP1 antag: antagonists of human relaxin receptor RXFP1. Q9HBX9. HEK293-RXFP1, relaxin-stimulated cAMP HTRF, 30 min; hits give low values. activity change, negative = inhibition, % at 57.5 µM. 350,000 tested, 0.59% active;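 active = activity change of -60% or lower, but not beyond a set lower limit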; note: % is set by controls: 0 for no effect and ±100 for the full control effect
# D2 ag: D2 dopamine receptor (human) agonism; P14416; HEK293 T-REx D2 cells, calcium flux agonist mode; activation, % at 2 µM; 340,000 tested, 0.53% active; AID 485358;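 active = activation over 3 SD above normal in the single-dose calcium agonist read, cut at about 30% in these data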; note: 0% is about no effect
#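 In this primary screen, compounds producing a positive calcium signal within 180 s of addition to tetracycline-induced, force-coupled HEK293 Trex D2 cells are flagged; cells are dye-loaded with a no-wash calcium kit beforehand.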
# TRHR PAM: allosteric enhancers of human TRH receptor | P34981 | TRHR cells, fluo-8 calcium fluorescence, EC20 TRH enhancement | enhancement, % at 2 µM | 360,000 tested, 0.66% active | AID 493056; in the data active = enhancement above about 30%; note: 0% is about no effect
#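 TRHR-expressing cells loaded with fluo-8 calcium dye were read kinetically (ex 480/em 530) during compound addition, then stimulated with an EC20 of TRH (10 nM final). Enhancement of the Gq-mediated intracellular calcium response was scored.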
# * = called active by the depositor; . = no result given. Cut-off read from the data, not from the text of the source, unless noted: active = activation above about 30%; inactive = the rest.
[1] Nc1nc(NCc2ccco2)nc(N2CCCCCC2)c1[N+](=O)[O-]
[2] CCOC(=O)c1c(C)cccc1OCC(N)=O
[3] Cc1cccc(C(C)C)c1NC(=O)COC(=O)Cc1ccsc1
[4] CN(CC1CCCN(CCc2cccc(C(F)(F)F)c2)C1)C(=O)c1ccco1 (stereo not drawn)
[5] CCCc1cc(N2CCN(c3cccc(C)c3C)CC2)n2cnnc2n1
[6] COc1cc(CCNC(=O)CCCn2c(=O)c3cccn3c3cccnc32)cc(OC)c1OC
Assay by compound	1	2	3	4	5	6
D1 agonist	8	0	3	3	2	4
D1 PAM	-1	-9	-1	11	0	-6
TRHR agonist	-0.5	-1.5	-0.1	2.6	-1.7	0.1
D2 potentiator	29	64*	-3	-40	6	1
D2 antag	11	-2	7	-25	.	0
D1 antagonist	-19	-1	-7	-40*	13	17
RXFP1 antag	-8	-6	1	-5	-22	5
D2 ag	6.9	-0.7	0.4	-0.3	-0.6	-0.1
TRHR PAM	0	-2	0	24	-9	-9

[7] Cc1cc(C(=O)Nc2ccc(CC(=O)O)cc2)c(C)o1
[8] CCOc1ccc(-n2c(-c3ccccc3)c(C)n3c4c(=O)n(C)c(=O)n(C)c4nc23)cc1
[9] O=C(COc1ccc([N+](=O)[O-])cc1)Nn1cnnc1
[10] Cc1ccc(/C=C/C(=O)O)cc1S(=O)(=O)N(CCO)CCO
[11] NC(=O)COC(=O)c1ccccc1Oc1ccccc1
[12] O=C(Cn1c(=O)oc2cc(S(=O)(=O)N3CCCCCC3)ccc21)NC1CCCCCCC1
Assay by compound	7	8	9	10	11	12
D1 agonist	2	-1	5	5	3	8
D1 PAM	0	-1	-2	-1	-1	.
TRHR agonist	0.4	0.1	0.3	-1.0	0.0	0.5
D2 potentiator	-3	-2	-2	-12	.	-9
D2 antag	-6	.	-3	-15	.	-1
D1 antagonist	-8	-10	2	16	-10	-9
RXFP1 antag	5	.	14	2	-4	.
D2 ag	-0.3	-0.3	-0.4	-0.6	.	0.0
TRHR PAM	1	6	7	6	-1	-3

[13] C#CCOCCOCCOCCNc1nc(N2CCN(C(=O)CCCCCCCCCCNC(=O)[C@H](CO)n3cc(CCCCCN)nn3)CC2)nc(N2CCN(C(=O)CCCCCCCCCCNC(=O)[C@H](CCCN=C(N)N)n3cc(C[C@@H](C)CC)nn3)CC2)n1
[14] CN(C)C(CNC(=O)c1cccc(S(=O)(=O)NCc2ccccc2)c1)c1ccccc1 (stereo not drawn)
[15] COc1ccc(Nc2cc(C)nc3c(C)c(C)ccc23)cc1
[16] COc1ccc(Br)cc1S(=O)(=O)NNC(=O)c1c(C)nc2ccccn12
[17] CCOc1ccccc1Nc1cc(C)nc2nc(C)nn12
[18] O=C(NCc1nc(-c2ccc(C(F)(F)F)cc2)no1)Nc1ccc(F)cc1F
Assay by compound	13	14	15	16	17	18
D1 agonist	1	5	3	1	1	7
D1 PAM	-3	-3	-3	-6	-6	-7
TRHR agonist	0.3	0.0	-0.6	-0.3	-0.9	0.5
D2 potentiator	-5	-19	2	6	-13	-1
D2 antag	-3	6	.	-1	-1	14
D1 antagonist	13	-20	-2	-8	-21	-26
RXFP1 antag	.	-1	.	1	-14	-27
D2 ag	0.5	0.1	0.3	1.0	-0.6	0.4
TRHR PAM	-4	-5	-4	-2	-3	5

# An excerpt from above in order of their number in D1 agonist, falling:
nr | smiles | D1 agonist
18 | O=C(NCc1nc(-c2ccc(C(F)(F)F)cc2)no1)Nc1ccc(F)cc1F | 7
14 | CN(C)C(CNC(=O)c1cccc(S(=O)(=O)NCc2ccccc2)c1)c1ccccc1 (stereo not drawn) | 5
15 | COc1ccc(Nc2cc(C)nc3c(C)c(C)ccc23)cc1 | 3

# Going on with the list.
[19] O=C(COC(=O)/C=C/c1cccc(Cl)c1)NCCc1ccc(Cl)cc1Cl
[20] CCn1cc(S(=O)(=O)Nc2ccc(Cl)cc2F)cn1
[21] CC(=O)c1sc(NC(=O)c2ccc3c(c2)OCO3)nc1C
[22] O=C(Nc1cc(C(F)(F)F)ccc1N1CCCC1)c1ccc2c(c1)OCO2
[23] Cc1cccc(N(CC(=O)NC2CCCC2)C(=O)CS(=O)CC(=O)Nc2ccc3c(c2)OCO3)c1 (stereo not drawn)
[24] Cc1cccc(-n2c(SCc3ccc([N+](=O)[O-])cc3)nnc2-c2c[nH]c3ccccc23)c1
Assay by compound	19	20	21	22	23	24
D1 agonist	13	4	1	4	0	0
D1 PAM	-1	0	0	-13	-3	-9
TRHR agonist	4.1	0.0	0.3	-0.6	-0.2	0.4
D2 potentiator	7	-3	.	0	-14	4
D2 antag	6	-2	.	-9	32*	-5
D1 antagonist	1	1	18	2	-15	-15
RXFP1 antag	1	2	1	-21	2	-2
D2 ag	3.2	0.4	.	-0.1	-0.1	1.0
TRHR PAM	12	5	-3	-3	0	1

# Profiles, looked up by structure. Order of screens: D1 agonist | D1 PAM | TRHR agonist | D2 potentiator | D2 antag | D1 antagonist | RXFP1 antag | D2 ag | TRHR PAM
# CC(=O)c1sc(NC(=O)c2ccc3c(c2)OCO3)nc1C across the screens: 1 | 0 | 0.3 | . | . | 18 | 1 | . | -3
# O=C(COC(=O)/C=C/c1cccc(Cl)c1)NCCc1ccc(Cl)cc1Cl across the screens: 13 | -1 | 4.1 | 7 | 6 | 1 | 1 | 3.2 | 12

# Next results
[25] CC1CN(c2nc3c(c(=O)n(C)c(=O)n3C)n2Cc2c(F)cccc2Cl)CC(C)O1 (stereo not drawn)
[26] CCCOc1ccc(OCC(=O)c2[nH]c(C)c(C(C)=O)c2C)cc1
[27] COc1ccc(-c2nc(N)nc(C)c2-c2ccc(Cl)cc2)c(O)c1
[28] CC(=O)Nc1cc(NC(=O)C2C3C=CC(C3)C2C(=O)O)ccc1Cl (stereo not drawn)
[29] CC(C)c1ccc(OCC(=O)Nc2c3c(nn2C(C)(C)C)CS(=O)(=O)C3)cc1
[30] CCOc1ccc(-n2c(SCC(=O)NC)nnc2-c2ccco2)cc1
Assay by compound	25	26	27	28	29	30
D1 agonist	5	11	0	0	0	4
D1 PAM	3	-3	5	-5	0	7
TRHR agonist	1.0	0.5	0.8	0.4	-0.7	-0.3
D2 potentiator	-6	-13	-4	6	13	7
D2 antag	-9	-1	2	5	4	36*
D1 antagonist	-16	-5	5	-4	1	9
RXFP1 antag	-3	-15	-16	-1	-2	17
D2 ag	1.0	0.9	0.8	0.3	-0.6	0.5
TRHR PAM	3	-5	14	-7	4	-3

[31] Cc1cnc2cc(Cl)c(Cl)cc2n1
[32] C/C=C/C=C/C(=O)OCC(=O)Nc1ccc(Cl)cc1
[33] COc1ccc(OC)c(NC(=O)CCn2cccc2)c1
[34] Cc1ccc(C(C)(C)C)c(OCCN2CCCC2)c1
[35] Cc1ccccc1CN1c2ccccc2-c2nc(SCC(=O)NCc3ccccc3)ncc2S1(=O)=O
[36] COCCOC(=O)C1=C(C)NC(=O)NC1c1cn(-c2ccccc2)nc1-c1ccccc1 (stereo not drawn)
Assay by compound	31	32	33	34	35	36
D1 agonist	1	1	3	6	6	0
D1 PAM	8	-4	-6	-9	6	2
TRHR agonist	0.1	-0.2	0.5	1.0	0.1	0.8
D2 potentiator	4	-5	3	-15	-4	.
D2 antag	.	13	3	14	.	.
D1 antagonist	15	-19	-21	-1	7	4
RXFP1 antag	-17	5	-11	.	1	-1
D2 ag	.	-0.4	0.4	-0.8	0.1	.
TRHR PAM	10	-7	13	-2	17	0

# Entries listed so far that bear a hit mark in D2 potentiator:
entry | SMILES | D1 agonist | D1 PAM | D2 potentiator | D2 antag | D1 antagonist | RXFP1 antag | TRHR PAM
2 | CCOC(=O)c1c(C)cccc1OCC(N)=O | 0 | -9 | 64* | -2 | -1 | -6 | -2

# Further records:
[37] O=C(CN(c1cc(C(F)(F)F)ccc1Cl)S(=O)(=O)c1ccccc1)NCCc1ccccc1
[38] O=C(c1ccc(Cl)c(S(=O)(=O)N2CCOCC2)c1)N1CCCCCC1
[39] CCN1CCN(c2csc3ccc(F)cc3c2=O)CC1
[40] O=C(Cc1cccs1)Nc1ccc(Cl)cc1
[41] COc1cc2c(C(=O)O)c(C)n(-c3ccccc3)c2c2ccccc12
[42] CCOc1ccccc1NC(=O)COC(=O)c1cccc(-c2ccc(OC(C)=O)cc2)c1
Assay by compound	37	38	39	40	41	42
D1 agonist	11	2	5	6	3	3
D1 PAM	-2	0	-1	-5	0	-10
TRHR agonist	-0.5	0.4	0.2	0.1	-1.0	2.5
D2 potentiator	-10	9	-11	9	-2	-3
D2 antag	.	6	.	14	-17	-3
D1 antagonist	-4	4	-6	-15	-8	7
RXFP1 antag	.	-13	-9	-6	-1	-9
D2 ag	23	-1.3	-0.6	-0.9	-0.9	0.7
TRHR PAM	-5	0	0	0	1	-4

[43] CCN(CC)CCN(C(=O)c1ccc(N2C(=O)CCC2=O)cc1)c1nc2cc3c(cc2s1)OCO3
[44] Cc1ccc(S(=O)(=O)CCSc2nccn2C)cc1
[45] CC(C)c1cc(C(=O)N/N=C/c2ccco2)n[nH]1
[46] COc1ccccc1NC(=O)c1cc(S(=O)(=O)NCCC2=CCCCC2)ccc1F
[47] COc1cc(CN(C(=O)COc2ccc(Br)cc2)c2ccccn2)cc(OC)c1OC
Assay by compound	43	44	45	46	47
D1 agonist	6	1	1	0	2
D1 PAM	6	0	4	-2	-1
TRHR agonist	1.2	0.2	0.5	0.2	0.2
D2 potentiator	-23	0	3	-2	12
D2 antag	3	6	4	.	.
D1 antagonist	6	-7	-6	-3	0
RXFP1 antag	.	-6	-5	-8	.
D2 ag	-0.3	1.6	0.2	0.6	0.2
TRHR PAM	2	13	1	-7	-3

# Compounds as they come; about 7.3% have a hit in one of these screens.
